High-throughput results deposited in PubChem BioAssay by several laboratories.
HIV RNase H inh: inhibitors of HIV-1 reverse transcriptase RNase H; P04585; inhibition, % at 10 µM; AID 565; 65,000 tested, 1.9% active; RT-RNase H RNA/DNA duplex cleavage, fluorescence; in the data active = inhibition above about 50%
RmlC RmlD mix: inhibitors of RmlC and RmlD coupled enzymes; 110,000 tested, 0.39% active; RmlC/RmlD coupled enzyme inhibition, 384-well mixture HTS; inhibition, % at 5.5 µM; in the data active = inhibition above about 30%, passing the limit was not always enough; also: strong numbers were not always called active
The depositor's hits bear a star; . = no result given.

SMILES	HIV RNase H inh	RmlC RmlD mix
COCc1nc2sc(C)c(C)c2c(=O)[nH]1	.	-10
O=C(Cc1ccc(Cl)cc1)NCCCn1ccnc1	.	-5
Cc1nn(C(C)c2nc(-c3ccccc3)no2)c(C)c1[N+](=O)[O-] (configuration not stated)	.	-4
O=C(CCNS(=O)(=O)c1cccc2nonc12)NCCc1ccc(Cl)cc1	-4	-12
CCCCNC(=O)c1onc(CSc2ccccc2CC)c1C(=O)O	.	-10
Cc1nc(Nc2ccc(S(N)(=O)=O)cc2)oc1C	-7	-14
CN(C)S(=O)(=O)c1ccc(C(=O)Nc2ccccc2C(=O)O)cc1	0	4
COc1ccccc1N1CCN(C(=O)Nc2cccc(Cl)c2)CC1	.	7
CCn1c(CSc2nnc(-c3ccc4c(c3)OCO4)o2)nc2cc(S(=O)(=O)N(C)C)ccc21	-10	9
CCCNc1nc2c(c(=O)[nH]c(=O)n2C)n1Cc1cccc(Br)c1	3	-3
Cc1cccc(NC(=O)c2cccc(NS(=O)(=O)c3ccc(Cl)cc3)c2)c1	.	2
NC(=O)Nc1ccc2c(c1)OCCO2	.	4
Cc1ccc(-n2cc(C(=O)c3ccc4ccccc4c3O)cn2)cc1	.	12
COC(=O)c1ccccc1NC(=O)CN(CCc1ccccc1)S(C)(=O)=O	-18	-4
Cc1ccc2nc(C3CCCN(C(=S)Nc4cccc(C)c4C)C3)[nH]c2c1 (configuration not stated)	.	-2
O=C(NCc1cccnc1)c1ccccn1	-8	-99
Cn1c(-c2ccc(N)cc2)nc2ccccc21	-12	2
CC(C)NC(=O)NC(=O)CSc1nnc(COc2ccccc2Cl)o1	.	4
N#CCSc1nnc(COc2cccc3ccccc23)n1-c1ccccc1	-11	-10
CC(C)C(=O)Nc1nc2cc3c(cc2s1)OCO3	.	-14
O=C(C1CCCN(S(=O)(=O)c2ccc(Cl)cc2)C1)N(Cc1cccs1)C1CC1 (configuration not stated)	-4	-10
CC(C)(C)NC(=O)CSC(=Nc1ccccc1F)NC#N	.	-5
COCCCNC(=O)C1CCC(=O)N1Cc1ccccc1Cl (configuration not stated)	-1	2
CCCN(CCC)C(=O)CC(c1ccccc1)c1cc(Br)ccc1O (configuration not stated)	.	0
CN(C(=O)c1ccc(Cl)cc1)C1=CCCCC1CCC#N (configuration not stated)	-8	-10
COc1ccc(OC)c(NC(=S)NCCC(c2ccccc2)c2ccccc2)c1	.	3
CCOC(=O)Cc1c(C)c2c(C)[nH]nc2oc1=O	-6	-7
CCC(C)(C)NC(=O)CN(C(=O)c1snc(C(N)=O)c1N)c1ccc2c(c1)OCCO2	-7	0
CC1(C)Cc2c(C#N)c(N)n(-c3ccccc3)c(=O)c2CO1	-8	-16
O=C(Cc1cccs1)N(Cc1ccco1)C1(C(=O)NC2CCCC2)CCCCC1	1	-4
Cc1cccc(Oc2ccccc2NC(=O)c2cnccn2)c1	.	22
Cc1cc(C)n(-c2ccc(C(=O)OCC(=O)N(CC(C)C)C3CCS(=O)(=O)C3)cc2)n1 (configuration not stated)	-9	-11
CN(C(=O)Nc1ccc(Cl)cc1)c1c2c(nn1C)CCCC2	.	-1
CCOc1cc(N2CCOCC2)c(OCC)cc1NC(=O)Cn1[nH]c(=O)c2ccccc2c1=O	0	10
O=C(CCS(=O)(=O)c1ccccc1)Nc1nc2c(s1)CCCC2	5	-11
O=S(=O)(NCC1CCCO1)c1ccc2oc3ccc(S(=O)(=O)NCC4CCCO4)cc3c2c1 (configuration not stated)	-5	-2
COc1ccc(C(C)(C)C)cc1NC(=O)C1C2C=CC(C2)C1C(=O)O (configuration not stated)	3	5
CCOC(=O)N1CCC(NC(=O)C2CCN(S(=O)(=O)c3cccc4cccnc34)CC2)CC1	5	-15
CCOc1ccc(-n2cc(C(=O)Nc3cccc(Cl)c3)c3cc(OC)c(OC)cc3c2=O)cc1	.	-9
CC1CCN(C(=O)CSc2nnc(-c3ccc(S(=O)(=O)N4CCOCC4)cc3)n2C)CC1	-9	7
Cc1cccc(CCNC(=O)CCc2c(C)nc3ncnn3c2C)c1	.	7
COc1ccccc1OCc1nc(C#N)c(NCc2ccco2)o1	-30	-7
COC(=O)c1cccnc1SCc1ccccc1	.	5
CCCNC(=O)CCNC(=O)c1ccc(C(C)(C)C)cc1	1	-4
CCCCS(=O)CC(CS(=O)CCCC)OC(=O)c1ccc(C)cc1 (configuration not stated)	9	2
CCCOc1ccc(C2C(=O)N(C3CCCCC3)CC(=O)N2CCC)cc1OC (configuration not stated)	1	-5
c1ccc(CSc2ncn(-c3ccccc3)n2)cc1	-34	-1
COc1cc(C(=O)Nc2ccc(S(=O)(=O)NC(C)(C)C)cc2)cc(OC)c1OC	.	10
Clc1ccc(SCc2cc(-c3ccc(Cl)cc3)on2)cc1	.	5
O=C(NCc1cccnc1)c1cccnc1-c1nc2ccccc2s1	.	13
O=C(Nc1ccc(Cl)cc1)OCCn1nnnc1C(c1ccccc1Cl)N1CCOCC1 (configuration not stated)	.	-5
O=C(Nc1ccccc1)c1ccccc1NS(=O)(=O)c1ccc(Cl)s1	.	-5
CCN1CCN(C(=O)CN(C)S(=O)(=O)c2ccc(OC)c(C)c2)CC1	.	7
C=CCn1c(=S)[nH]c2sc3c(c2c1=O)CCC3	.	7
Cc1noc(C)c1COc1ccc(C(=O)OCC(=O)NC2CCCCC2C)cc1 (configuration not stated)	.	6
Cc1nc(N)c2c(Cc3cccc4ccccc34)nn(C(C)(C)C)c2n1	.	-13
C=CCn1c(SCc2c(F)cccc2Cl)nnc1-c1ccco1	-10	11
CCOc1cc(/C=C2/C(=O)NC(=O)N(c3ccc(CC)cc3)C2=O)ccc1OC(=O)c1cccs1	.	-9
COc1cc(C(=O)OCC(=O)NCc2ccco2)cc(OC)c1OC	5	7
Oc1ccc(Nc2nc(-c3ccc(O)cc3)cs2)cc1	37	-3

More entries
SMILES	HIV RNase H inh	RmlC RmlD mix
COc1ccc(C(=O)Nc2cc(Cl)cc(Cl)c2)c(OC)n1	-11	2
C=CCn1c(SC(C)C(=O)NCc2ccc3c(c2)OCO3)nc2scc(-c3ccccc3)c2c1=O (configuration not stated)	.	0
COc1ccccc1C(=O)Nc1ccc(S(=O)(=O)N2CCCC2)cc1	-6	8
Cc1occc1-c1nnc(SCC(=O)Nc2nccs2)n1Cc1ccco1	12	3
COC(=O)CSc1cc(SCC(=O)OC)c(C#N)c(SCC(=O)OC)c1	29	-5
O=C(NCc1ccncc1)c1ccc(Br)o1	-9	-8
CN(C)S(=O)(=O)Nc1ccc(Oc2ccccc2)cc1	16	-10
CC1Cc2ccccc2N1S(=O)(=O)c1ccc2c(c1)n(C)c(=O)c(=O)n2C (configuration not stated)	-3	3
CCCc1c(O)nc(SCCN(CC)CC)n(C(=O)c2ccccc2)c1=O	1	14
COC(=O)C1=C(C)N=C2SC(C)C(=O)N2C1c1ccc(C(=O)OC)cc1 (configuration not stated)	-8	3
Cc1ccc(S(=O)(=O)N(CC(=O)N2CCN(c3ccccc3F)CC2)C2CCCCC2)cc1	.	13
CSc1nc(C)cc(Oc2ccc(OCCOc3ccccc3)nn2)n1	.	4
Cc1cc(C)cc(OCC(=O)Nc2nc3ccc([N+](=O)[O-])cc3s2)c1	.	-16
Cc1cc(-c2ccc(Cl)cc2)oc(=O)c1NC(=O)c1ccccc1	.	9
COc1cc2c(cc1OC)C(C)N(C(=O)C1COc3ccccc3O1)CC2 (configuration not stated)	-19	-4
COC(=O)[C@@H](NC(=O)Nc1cc(Cl)ccc1C)C(C)C	.	11
CC(C)(C)n1nc2c(c1NC(=O)c1cccc(C(F)(F)F)c1)CS(=O)C2 (configuration not stated)	15	1
Cc1ccc(-c2nnc(SCC(=O)CC(=O)Nc3ccccc3)n2-c2ccccc2)cc1	.	-7
CCS(=O)(=O)N1Cc2ccccc2CC1C(=O)NC(C)C12CC3CC(CC(C3)C1)C2 (configuration not stated)	.	-17
CCC(C)[C@H](NC(=O)NCc1cccc(OC)c1)C(=O)OC (some centres not stated)	-7	-8
Cc1ccc(C(=O)CSC2=C(C#N)C(c3ccco3)CC(=O)N2)c(C)c1 (configuration not stated)	-35	8
O=C(/C=C/c1ccccc1Cl)Nc1ccncc1	.	-13
CCCCC1=CC2=C(c3ccco3)C(=O)C(C)(OC(=O)c3ccc(OC)cc3)C(=O)C2=CN1CCCCO (configuration not stated)	.	9
NC(=O)CC(NC(=O)Cc1ccc(Br)cc1)c1ccc(NCc2ccc(F)cc2)c([N+](=O)[O-])c1 (configuration not stated)	.	-6
CCOC(=O)c1c(-c2ccccc2)oc2ccc(O)c(CN3CCCC3)c12	.	7
C[C@H]1CC[C@@]2(O[C@H](CCO)C[C@H](O)[C@H]2O)O1	.	7
Cc1ccccc1C(=O)NNC(=S)NC(=O)c1ccc(Cl)cc1Cl	.	-7
O=C(c1ccc(N2CCOCC2)cc1)c1cccs1	-6	-10
CCCCC1=CC2=C(c3ccco3)C(=O)C(C)(OC(=O)c3ccc(OC)cc3)C(=O)C2=CN1C1CC1 (configuration not stated)	.	11
COc1ccccc1/C=c1\sc2nc(-c3ccco3)nn2c1=O	20	14
CCOC(=O)c1c(C)nc(C)c(C(=O)OCC)c1-c1ccccc1	.	-14
CC(C)(C)C1CCc2onc(C(=O)NC3CCCC3)c2C1 (configuration not stated)	-9	-8
O=C(CNC(=O)C1CCCCC1)NCCCO	3	-11
COc1ccc(-c2nsc3c(N4CCN(S(=O)(=O)c5ccccc5)CC4)ncnc23)cc1	15	.
CCOc1ccc(N2C(=O)CC(Sc3nc(C)cc(C)c3C#N)C2=O)cc1 (configuration not stated)	-3	2
COc1ccc(C2(CNC(=O)/C=C/c3ccco3)CCCC2)cc1OC	.	-1
COc1cc2c(cc1OC)CN(C(=O)CSc1nc(C)cc(C)c1C#N)CC2	.	13
O=C(NCCN1CCOCC1)c1cc2c(=O)n3ccccc3nc2n1Cc1ccccc1	-4	86*
O=C(CCN1C(=O)c2ccccc2C1=O)NCCN1CCOCC1	-9	-10
Cc1nnc(NC(=O)CCC(=O)N2CCN(CCc3ccccc3)CC2)s1	4	.
CCOC(=O)CCP(=O)(O)C(C)(O)c1ccccc1 (configuration not stated)	.	7
CNC(=O)c1nc[nH]c1C(=O)NC	.	0
O=C(CC(=O)NC1CCCCC1)N/N=C/c1cccc2ccccc12	.	-8
O=C(COC(=O)c1cccnc1Nc1cccc(C(F)(F)F)c1)NCc1ccc2c(c1)OCO2	.	6
OC1(C(F)(F)F)CC(O)(C(F)(F)F)n2nc(-c3ccccc3)cc2N1 (configuration not stated)	5	-6
COc1ccc(-n2c(Cc3cccn3C)nnc2SCC(=O)NCc2ccco2)cc1	-6	-3
CC(=O)Nc1ccc(N2S(=O)(=O)c3ccccc3S2(=O)=O)cc1	-9	-2
COC(=O)[C@@]1(Cc2ccc(OC)cc2)[C@H]2c3cc(C(=O)N4CCCC4)n(Cc4ccc(C)o4)c3C[C@H]2CN1C(=O)c1ccccc1	.	-26
O=C(Cc1c(F)cccc1Cl)Nc1ccncc1	-5	3
Cc1ccc2c(c1)c1c3n2CCN(C(=O)CN2CCN(C)CC2)C3CCC1 (configuration not stated)	-19	-12
CCCCCn1c(Sc2ncccn2)nc2c1c(=O)[nH]c(=O)n2C	-7	8
COc1cnn(C(C)(C)C)c(=O)c1Cl	.	8
Cc1nc(SCC#N)c2c(C)c(C)sc2n1	-21	-9
CC(Cc1ccccc1)C(=O)NCc1ccccn1 (configuration not stated)	.	-2
CN(C)CCNCc1ccccc1OC1CCCC1	.	-6
CC(=O)Cc1nsc(NC(=O)c2ccc(-c3ccccc3Cl)o2)n1	4	-2
COc1cccc(OC)c1C(=O)Nc1cccc(C(C)=O)c1	3	7
CCN(CC)C(=O)C(=O)N/N=C/c1cccc(Br)c1	.	15
CC12CCC(C(=O)N3CCN(C(c4ccccc4)c4ccccc4)CC3)(OC1=O)C2(C)C (configuration not stated)	.	7
CCOC(=O)N(c1ccccc1)P1(=S)OCC(C)O1 (configuration not stated)	-1	-6
COc1ccc(-n2ccc(-c3nn(-c4cccc(C(F)(F)F)c4)ccc3=O)n2)cc1	.	5

No new results follow: entries from further up.
SMILES	HIV RNase H inh	RmlC RmlD mix
CCOC(=O)CCP(=O)(O)C(C)(O)c1ccccc1 (configuration not stated)	.	7
CNC(=O)c1nc[nH]c1C(=O)NC	.	0
O=C(CC(=O)NC1CCCCC1)N/N=C/c1cccc2ccccc12	.	-8
O=C(COC(=O)c1cccnc1Nc1cccc(C(F)(F)F)c1)NCc1ccc2c(c1)OCO2	.	6
OC1(C(F)(F)F)CC(O)(C(F)(F)F)n2nc(-c3ccccc3)cc2N1 (configuration not stated)	5	-6
COc1ccc(-n2c(Cc3cccn3C)nnc2SCC(=O)NCc2ccco2)cc1	-6	-3
CC(=O)Nc1ccc(N2S(=O)(=O)c3ccccc3S2(=O)=O)cc1	-9	-2
COC(=O)[C@@]1(Cc2ccc(OC)cc2)[C@H]2c3cc(C(=O)N4CCCC4)n(Cc4ccc(C)o4)c3C[C@H]2CN1C(=O)c1ccccc1	.	-26
O=C(Cc1c(F)cccc1Cl)Nc1ccncc1	-5	3
Cc1ccc2c(c1)c1c3n2CCN(C(=O)CN2CCN(C)CC2)C3CCC1 (configuration not stated)	-19	-12
CCCCCn1c(Sc2ncccn2)nc2c1c(=O)[nH]c(=O)n2C	-7	8
COc1cnn(C(C)(C)C)c(=O)c1Cl	.	8
Cc1nc(SCC#N)c2c(C)c(C)sc2n1	-21	-9
CC(Cc1ccccc1)C(=O)NCc1ccccn1 (configuration not stated)	.	-2
CN(C)CCNCc1ccccc1OC1CCCC1	.	-6
CC(=O)Cc1nsc(NC(=O)c2ccc(-c3ccccc3Cl)o2)n1	4	-2
COc1cccc(OC)c1C(=O)Nc1cccc(C(C)=O)c1	3	7
CCN(CC)C(=O)C(=O)N/N=C/c1cccc(Br)c1	.	15
CC12CCC(C(=O)N3CCN(C(c4ccccc4)c4ccccc4)CC3)(OC1=O)C2(C)C (configuration not stated)	.	7
CCOC(=O)N(c1ccccc1)P1(=S)OCC(C)O1 (configuration not stated)	-1	-6

An excerpt of these results, field by field:
> CCOC(=O)N(c1ccccc1)P1(=S)OCC(C)O1 (configuration not stated)
  HIV RNase H inh: -1
  RmlC RmlD mix: -6

> COc1ccc(-n2ccc(-c3nn(-c4cccc(C(F)(F)F)c4)ccc3=O)n2)cc1
  HIV RNase H inh: .
  RmlC RmlD mix: 5

These rows are one share of the data. The share of hits here may be higher or lower than overall.
